# Compound activity: PubChem BioAssay, National Center for Advancing Translational Sciences (NCATS)
# G9a block = qHTS Assay for Inhibitors of Histone Lysine Methyltransferase G9a. Histone-lysine N-methyltransferase EHMT2 (Homo sapiens), Q96KQ7. G9a H3K9 monomethylation, AlphaScreen, 2 h. Potency, µM (doses to about 102 µM), inactives show at the highest dose activity, negative = inhibition, usual class: inhibitors. 350,000 compounds, 8.8% hits. AID 504332, 2011; also: % is scaled to controls: 0 for no effect and ±100 for the full control effect; nearly all actives have a fitted effect of over 75% in size
# Target sequence (Q96KQ7 913-1193 limits assumed): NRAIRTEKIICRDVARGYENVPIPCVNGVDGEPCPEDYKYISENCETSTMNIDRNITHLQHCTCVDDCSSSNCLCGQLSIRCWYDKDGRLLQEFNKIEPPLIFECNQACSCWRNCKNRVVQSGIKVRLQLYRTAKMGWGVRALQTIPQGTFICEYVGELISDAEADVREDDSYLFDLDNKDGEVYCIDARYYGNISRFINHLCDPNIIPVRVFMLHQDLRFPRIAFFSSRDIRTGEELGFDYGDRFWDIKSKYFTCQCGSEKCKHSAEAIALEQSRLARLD
#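 Methyltransferase reactions run at room temperature for 2 h (20 nM enzyme, 500 nM biotin-H3K9 peptide, 20 uM SAM) after a 15 min compound preincubation; product detected by AlphaScreen beads and anti-H3K9me1 antibody.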
# BAZ2B inh = qHTS Assay for Inhibitors of BAZ2B; Bromodomain adjacent to zinc finger domain protein 2B (Homo sapiens), Q9UIF8; AlphaScreen BAZ2B-H3K14Ac peptide displacement; Potency, µM (series often up to 114 µM), for inactives: at the highest dose activity change, negative = inhibition, usual class: inhibitors; 360,000 compounds, 4.4% hits; AID 504333, 2011; also: % is scaled to controls: 0 for no effect and ±100 for the full control effect; nearly all actives have a fitted effect of over 60% in size
#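 BAZ2B 50 nM plus b-H3(5-23)K14Ac 50 nM, PBS pH 7.4/0.01% Tween-20, 30 min RT; compound added (max 110 uM), 30 min RT; streptavidin donor/Ni-chelate acceptor beads 10 ug/mL final, 20 min dark; AlphaScreen read.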
# POLH inh = qHTS for Inhibitors of Polymerase Eta | 390,000 compounds, 1.2% hits | DNA polymerase eta (Homo sapiens), Q9Y253 | Potency, µM (highest dose often 114 µM), without a hit: top-dose activity change, negative = inhibition, most hits filed as inhibitors | recombinant Pol eta, fluorescent DNA replication assay | AID 588591, 2011; also: % is scaled to controls: 0 for no effect and ±100 for the full control effect
#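 Fluorescent replication assay: 50 nM final substrate added after a 15 min room-temperature compound preincubation with 10 nM enzyme. Signal taken at 0 min and again at 10 min.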
# POLB inh = qHTS Assay for Inhibitors of DNA Polymerase Beta. P06746. Pol beta primer extension/strand displacement, fluorescence kinetic. Potency, µM (titrated, usually from 114 µM), without a hit: top-dose activity change, negative = inhibition, actives largely listed as inhibitors. 340,000 compounds, 1.3% hits. AID 485314, 2010; also: % is scaled to controls: 0 for no effect and ±100 for the full control effect
#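 Preincubation: enzyme (10 nM) with compound, 15 min, RT. Reaction: substrate added to 50 nM final. Reads: 0 and 10 min. Analysis: normalized, Hill fit.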
# APE1 inh = qHTS Assay for Inhibitors of the Human Apurinic/apyrimidinic Endonuclease 1 (APE1); recombinant APE1, TAMRA/BHQ-2 abasic DNA cleavage fluorescence; Potency, µM (titrated, usually from 65.8 µM), inactives show at the top dose activity change, negative = inhibition, usual class: inhibitors; DNA repair nuclease/redox regulator APEX1 (Homo sapiens), P27695; 350,000 compounds, 0.35% hits;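 also: plate controls were vehicle for no effect and reference inhibitor for full effect; nearly all actives have a fitted effect of over 55% in size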
# Target sequence (P27695 whole entry, looked up): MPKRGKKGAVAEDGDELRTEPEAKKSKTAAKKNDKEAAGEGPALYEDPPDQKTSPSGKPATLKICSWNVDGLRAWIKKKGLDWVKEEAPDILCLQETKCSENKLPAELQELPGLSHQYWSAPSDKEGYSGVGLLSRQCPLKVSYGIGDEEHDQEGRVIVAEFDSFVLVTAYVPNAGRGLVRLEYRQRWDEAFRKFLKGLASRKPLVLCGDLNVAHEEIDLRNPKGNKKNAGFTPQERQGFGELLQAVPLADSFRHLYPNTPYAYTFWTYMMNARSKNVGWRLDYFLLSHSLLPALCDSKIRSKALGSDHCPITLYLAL
#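 Readout is kinetic fluorescence (ex 525, em 598 nm) from cleavage of 50 nM TAMRA/BHQ-2 THF abasic duplex by 0.75 nM APE1, compound added 15 min beforehand at RT.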
# Anesthetic bind = qHTS Assay for Identification of Novel General Anesthetics; Ferritin light chain (Equus caballus), P02791; Potency, µM (titrated, usually from 77.5 µM), inactives show at the highest dose activity change, negative = displacement, hits mostly inhibitors; 350,000 compounds, 0.074% hits; apoferritin/1-aminoanthracene competitive binding, fluorescence; also: % is scaled to controls: 0 for no effect and ±100 for the full control effect; nearly all actives have a fitted effect of over 20% in size
# Target sequence (P02791 2-175 limits assumed): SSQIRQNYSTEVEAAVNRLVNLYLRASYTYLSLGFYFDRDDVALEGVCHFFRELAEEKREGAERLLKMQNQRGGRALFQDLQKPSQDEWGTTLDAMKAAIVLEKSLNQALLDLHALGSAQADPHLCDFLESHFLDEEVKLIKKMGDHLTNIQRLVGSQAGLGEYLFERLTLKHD
#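 Probe: 1-aminoanthracene (50% saturated, PBS). Protein: horse-spleen apoferritin, 10 uM. Incubation: 10 min, room temperature. Detection: 380 nm excitation, 535 nm emission. Analysis: normalized response, four-parameter Hill.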
# BLM helicase inh = qHTS Assay for Inhibitors of Bloom's syndrome helicase (BLM); recombinant BLM DNA unwinding, fluorescence dequenching; Potency, µM (highest dose often 56.1 µM), for the others: at the highest dose activity change, negative = inhibition, hits mostly inhibitors; 350,000 compounds, 0.2% hits; AID 2528, 2010;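 also: plate controls were vehicle for no effect and no enzyme for full effect; nearly all actives have a fitted effect of over 35% in size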
# POLI inh = qHTS for Inhibitors of Polymerase Iota | DNA polymerase iota (Homo sapiens), Q9UNA4 | Potency, µM (series often up to 115 µM), inactives show at the highest dose activity, negative = inhibition, hits mostly inhibitors | AID 588590, 2011 | Pol iota fluorescent replication assay, 10 min | 390,000 compounds, 1% hits
#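 Fluorescent replication assay read twice, at 0 min and 10 min after adding 50 nM (final) substrate. Enzyme (10 nM) and compounds were first incubated 15 min at room temperature; enzyme-free buffer wells were negative controls.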
# POLK inh = qHTS for Inhibitors of Polymerase Kappa. DNA polymerase kappa (Homo sapiens), Q9UBT6. purified Pol kappa, fluorescent DNA synthesis assay, 10 min. Potency, µM (series often up to 107 µM), for inactives: at the top dose activity, negative = inhibition, actives largely listed as inhibitors. 400,000 compounds, 0.53% hits. AID 588579, 2011; also: % is scaled to controls: 0 for no effect and ±100 for the full control effect
#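 Activity was followed as the change in fluorescence between reads at 0 and 10 min after starting the reaction with 50 nM substrate. Beforehand, 10 nM polymerase had been preincubated with compound for 15 min at room temperature.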
# Numbers without * were called inactive; ? = inconclusive; . = not tested or not shown; [ ] = another dose, or the depositor's remark. Calls follow the shape of the dose curve; as a rule, active = well fitted curve in the direction sought with a large enough effect; inconclusive = small, poorly fitted or top-dose-only effect, or another doubt; inactive = no such curve, though single readings can be large; an effect the other way counts as inactive or inconclusive. Potency is read from the fitted curve at half-maximal effect.
1: Cc1ccccc1NS(=O)(=O)c1ccc(Cl)cc1
2: COc1ccccc1OCCNC(=O)C1CC(=O)N(Cc2ccc(C)cc2)C1 (configuration not stated)
3: Cc1ccc(NC(=O)CSc2nnc(-c3ccncc3)n2C)cc1C
4: Cc1ccc2c(c1)CCCN2CC(=O)Nc1cc(S(=O)(=O)N2CCCC2)ccc1Cl
5: CCN(CC)CCCNC(=O)CCC(=O)Nc1ccc2nc(N3CCC(C)CC3)cc(C)c2c1

screen / no.	1	2	3	4	5
Anesthetic bind	?	.	8%	.	186%[activator]
POLB inh	-21%	.	-15%	.	-20%
POLH inh	-8%	-19%	-18%	-8%	-9%
BLM helicase inh	-4%	.	3%	.	41%[activator]
BAZ2B inh	-21%	5%	-2%	?	-23%
POLI inh	-10%	2%	15%	?	-15%
APE1 inh	-3%	33%	-1%	-9%	4%
G9a block	50%	?	-7%[59 µM]	?	?
POLK inh	-7%	1%	-1%	-12%	3%

6: Cc1cccc(CCNC(=O)c2nn(C)c3c2CSc2ccccc2-3)c1
7: CC(=O)NCCNC(=O)CCNC(=O)c1ccc(Cl)cc1
8: CCCSc1nc2sc3c(c2c(=O)n1-c1cccc(Br)c1)CC(C)(C)OC3
9: COc1ccc(CCN(C)C(=O)CSc2nnnn2C)cc1OC
10: O=C(CC1Nc2ccccc2NC1=O)Nc1ccccc1NC(=O)CC1Nc2ccccc2NC1=O (configuration not stated)

screen / no.	6	7	8	9	10
Anesthetic bind	4%	-1%	-2%	-1%	-17%
POLB inh	3%	-2%	13%	5%	0%
POLH inh	-12%	-12%	6%	-16%	.
BLM helicase inh	1%	0%	-3%	3%	-8%
BAZ2B inh	-11%	5%	4%	-4%	.
POLI inh	6%	1%	-6%	28%	.
APE1 inh	.	-1%	.	?	-5%
G9a block	-28%[59 µM]	-20%[59 µM]	-29%[59 µM]	4%	-46%
POLK inh	-27%	13%	-3%	0%	.

11: CCn1cc(CCC(=O)NCc2ccc(C)cc2)c2ccccc21
12: COc1ccccc1C1CC(=O)NC(C)=C1C(=O)OCC1CCCO1 (configuration not stated)
13: CC(C)(C)OC(=O)N1CCC(C(=O)N[C@H](C(=O)O)c2ccccc2)(c2ccccc2)CC1
14: CCCn1nc(C(=O)OCC(=O)Nc2cccc(OC)c2)c2ccccc2c1=O
15: C/C=C(\C)CN1CCCC(N(C)CCc2ccc(OC)c(OC)c2)C1 (configuration not stated)

screen / no.	11	12	13	14	15
Anesthetic bind	-13%	-10%	-1%	-16%	-4%
POLB inh	4%	10%	8%	-6%	-24%
POLH inh	-16%	-15%	-7%	-18%	-6%
BLM helicase inh	-3%	-3%	2%	-10%	4%
BAZ2B inh	-16%	4%	-2%	?	0%
POLI inh	-6%	5%	-12%	92%[activator]	-13%
APE1 inh	.	0%	39%	-1%	35%
G9a block	?	-2%[12.7 µM]	-2%	?	48%
POLK inh	-8%	-17%	-23%	-13%	7%

16: CCOC(=O)N1CCC(NC(=O)C2CCCCN2S(=O)(=O)c2ccc(F)cc2)CC1 (configuration not stated)
17: CC(C)CN(C(=O)CCC(=O)OC(C)C(=O)Nc1cccc(C#N)c1)c1c(N)n(CC(C)C)c(=O)[nH]c1=O (configuration not stated)
18: Cc1cc(C)cc(C(=O)Oc2cc(C)[nH]c(=O)c2[N+](=O)[O-])c1
19: COc1ccccc1CCn1c(=O)c(-c2cn(C)c3ccccc23)nc2cncnc21
20: Brc1ccc(OCCOCCN2CCOCC2)cc1

screen / no.	16	17	18	19	20
Anesthetic bind	-10%	.	-4%	.	-6%
POLB inh	3%	.	101%	.	5%
POLH inh	-11%	0%	-13%	.	-6%
BLM helicase inh	-1%	.	3%	-5%	1%
BAZ2B inh	-4%	-8%	-16%	.	-3%
POLI inh	13%	40%[activator]	24%	.	-6%
APE1 inh	15%	-6%	16%	0%	-1%
G9a block	?	?	-13%	29%[0.501 µM]	-40%[12.7 µM]
POLK inh	2%	-9%	10%	-2%[60.1 µM]	-4%

21: CCOC(=O)Cc1c(C)nc2cc(-c3ccc(C(C)(C)C)cc3)[nH]n2c1=O
22: Nn1c(Cc2cccc3ccccc23)nnc1SCC(=O)NC1CCS(=O)(=O)C1 (configuration not stated)
23: COCCN(CCOC)C(=O)C1CCCN(S(=O)(=O)c2ccc(NC(=O)OC)cc2)C1 (configuration not stated)
24: N/C(=N\O)c1ccc(Oc2ccccc2Cl)c([N+](=O)[O-])c1
25: CCCOc1ccc(C(=O)CCC(=O)Nc2ccc(N3CCN(C)CC3)cc2)cc1

screen / no.	21	22	23	24	25
Anesthetic bind	-8%	-8%	-3%	-14%	.
POLB inh	-1%	-4%	17%	-26%	.
POLH inh	-18%	4%	-8%	-3%	-1%
BLM helicase inh	1%	-2%	-1%	-2%	.
BAZ2B inh	10%	19%	-1%	-22%	50µM*
POLI inh	29%	14%	-12%	-25%	46%[activator]
APE1 inh	?	-3%	6%	4%	30%
G9a block	25%	-6%[59 µM]	-5%[12.7 µM]	0%	?
POLK inh	-12%	-5%	2%	-12%	-10%

# Of the compounds above, 2 have a nitro group on carbon:
18: Cc1cc(C)cc(C(=O)Oc2cc(C)[nH]c(=O)c2[N+](=O)[O-])c1
24: N/C(=N\O)c1ccc(Oc2ccccc2Cl)c([N+](=O)[O-])c1

screen / no.	18	24
Anesthetic bind	-4%	-14%
POLB inh	101%	-26%
POLH inh	-13%	-3%
BLM helicase inh	3%	-2%
BAZ2B inh	-16%	-22%
POLI inh	24%	-25%
APE1 inh	16%	4%
G9a block	-13%	0%
POLK inh	10%	-12%

# Later entries:
26: COc1ccc(OC)c(CNC(=O)Nc2cn(CC(C)C)c(=O)c3ccccc23)c1
27: CC(CCO)Nc1nc2c(c(=O)n(C)c(=O)n2C)n1Cc1ccc(Br)cc1 (configuration not stated)
28: C/C(=N\NC(=O)c1c(Br)c(C)nn1C)c1ccc(NC(=O)c2ccoc2C)cc1
29: CN(C)S(=O)(=O)c1ccc(C(=O)Nc2cccnc2)cc1
30: Cc1nnc(SCc2cccc(Oc3ccccc3)c2)n1N

screen / no.	26	27	28	29	30
Anesthetic bind	8%	-3%	4%	-8%	-6%
POLB inh	-7%	8%	-21%	-2%	9%
POLH inh	5%	-7%	-2%	0%	-10%
BLM helicase inh	-8%	-4%	2%	-7%	0%
BAZ2B inh	2%[57.1 µM]	-26%	-7%	5%	13%
POLI inh	-25%	30%[activator]	47%[activator]	7%	16%
APE1 inh	.	.	-1%	2%	11%
G9a block	?	-10%[59 µM]	19%	9%[59 µM]	9%[12.7 µM]
POLK inh	0%	-23%	1%	-15%	-17%

31: Cc1ccc(S(=O)(=O)CCC(=O)Nc2nnc(-c3ccco3)o2)cc1
32: Cc1ccc(C(=O)NNC(=O)COc2ccc(Cl)cc2C)o1
33: NNc1ccc(Cl)nn1
34: O=C(Nc1nnc(-c2cccc(F)c2)s1)Nc1ccccc1F
35: CC(C)(CNC(=O)CNC(=O)C1CCCCC1)N1CCOCC1

screen / no.	31	32	33	34	35
Anesthetic bind	.	.	2%	-13%	.
POLB inh	.	.	14%	4%	.
POLH inh	-8%	-4%	-14%	10%	-13%
BLM helicase inh	.	.	-4%	4%	.
BAZ2B inh	?	2%	20µM*	-5%	2%
POLI inh	4%	12%	36%[activator]	15%	19%
APE1 inh	-8%	8%	21%	3%	5%
G9a block	25µM*	6%[12.7 µM]	.	.	-3%[12.7 µM]
POLK inh	-4%	3%	-12%	-3%	?

# Profiles from above. Values in the order: Anesthetic bind	POLB inh	POLH inh	BLM helicase inh	BAZ2B inh	POLI inh	APE1 inh	G9a block	POLK inh
# CC(C)(CNC(=O)CNC(=O)C1CCCCC1)N1CCOCC1 is listed as .	.	-13%	.	2%	19%	5%	-3%[12.7 µM]	?
# O=C(Nc1nnc(-c2cccc(F)c2)s1)Nc1ccccc1F is listed as -13%	4%	10%	4%	-5%	15%	3%	.	-3%
# NNc1ccc(Cl)nn1 is listed as 2%	14%	-14%	-4%	20µM*	36%[activator]	21%	.	-12%

# Next part.
36: O=C(NCCCN1CCN(c2ccccc2F)CC1)c1ccc2nc(N3CCCCC3)sc2c1
37: C=C(Cl)COc1ccc2c(CC)cc(=O)oc2c1
38: CCCCCN(C(=O)COC(=O)CSc1ccc([N+](=O)[O-])cc1)c1c(N)n(CCCC)c(=O)[nH]c1=O
39: O=C(Nc1ccc(N2C(=O)C3CCCCC3C2=O)cc1Cl)c1cccs1 (configuration not stated)
40: CC1=C(C(=O)Nc2cc(Cl)ccc2C)C(c2ccccc2F)n2ncnc2N1 (configuration not stated)
41: O=C(Nc1ccc(Br)cn1)c1cccc(S(=O)(=O)N2CCCC2)c1
42: COc1ccc(-c2onc(C)c2-c2cnn(-c3ccccc3)c2)c(O)c1
43: CCCn1c(O)c(N=NC(=O)CNC(=O)/C=C/c2ccc(OC)cc2)c2ccccc21

screen / no.	36	37	38	39	40	41	42	43
Anesthetic bind	-9%	-24%	.	?	-6%	.	-16%	-14%
POLB inh	?	19%	.	-27%	0%	.	0%	35%
POLH inh	-6%	3%	9%	-15%	-17%	-13%	-12%	-2%
BLM helicase inh	-8%	-3%	.	-1%	0%	.	-9%	2%
BAZ2B inh	-11%	8%	8%	.	0%	.	-29%	?
POLI inh	15%	31%[activator]	35%[activator]	8%	9%	76%[activator]	33%[activator]	6%
APE1 inh	.	-2%	0%	-5%	.	3%	0%	-12%
G9a block	11µM*	2%[59 µM]	-31%	8%	9%[59 µM]	.	?	11%[0.0925 µM]
POLK inh	-16%	-2%	2%	-2%	-7%[60.1 µM]	-5%	3%	-9%

# The list is partial; the hit share may differ from the screen's.
